High-throughput results from PubChem.
Imprint erasure – induces erasure of genomic imprints in mouse ES cells | mouse ES Peg3-LacZ reporter, beta-gal luminescence, 40 h | Potency, µM (titrated, usually from 60.7 µM), for the others: top-dose activity change, positive = activation, most hits filed as activators | 110,000 tested, 0.02% active;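 note: 0% = negative control wells on the plate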
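Each well holds 300 Peg3LacZ-Neo (maternal) female ES cells incubated 40 h at 37C, 5% CO2. LacZ is measured by BetaGlo luminescence, with AC50 and maximum efficacy derived from dose-response curves.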
IkB signaling – suppresses IkB signaling in ABC-DLBCL reporter cells; ABC-DLBCL IkBa-CBG/CBR dual luciferase ratio, 4 h; response scale: scaled: untreated 0%, proteasome inhibitor 100%; Potency, µM (doses to about 57.1 µM), for the others: top-dose IkBa stabilization activation; 110,000 tested, 0.04% active; active = well fitted curve in the direction sought with a large enough effect in the signal ratio, not every such curve was filed as active; inconclusive = small, poorly fitted or top-dose-only effect, or a change in a side signal; the % refers to the signal ratio;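 note: the direction sought is a rising ratio; 0% = basal untreated cells and 100% = reference inhibitor full response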
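Luminescence ratio of IκBα-fused green versus native red beetle luciferase in OCI-Ly3 cells, 4 h post-doxycycline with compound; red signal alone, scaled from basal (0%) to zero light (-100%), flagged nonspecific or cytotoxic effects.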
p53ts 39C kill – kills p53ts cells at the nonpermissive temperature. AID 902. Potency, µM (highest dose often 46.1 µM), for inactives: at the top dose activity change, negative = cell killing, hits mostly cytotoxic. H1299-p53A138V viability at 39C, ATP luminescence, 24 h. 130,000 tested, 1.5% active; note: nearly all actives have a fitted effect of over 55% in size
p53ts 32C tox – p53ts cell cytotoxicity, permissive temperature. H1299-p53A138V at 32C, ATP luminescence viability, 24 h. Potency, µM (titrated, usually from 46.1 µM), without a hit: at the highest dose activity change, negative = cytotoxicity, actives largely listed as cytotoxic. 130,000 tested, 0.93% active;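 note: 0% = DMSO and -100% = full killing by reference compound; nearly all actives have a fitted effect of over 55% in size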
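ATP-content luminescence (ATPlite) read-out after 24 h compound exposure at 32C in H1299-p53A138V cells (600/well). Tested up to 46 uM. Normalized to DMSO (0%) and 100 uM tamoxifen (100% killing); Hill-fit AC50.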
* hit, by the source's call; ? = inconclusive; . = not tested or not shown; & = joins results of further samples; [ ] = remark or other dose. Unless noted, calls come from the whole dose curve; as a rule, active = well fitted curve in the direction sought with a large enough effect; inconclusive = small, poorly fitted or top-dose-only effect, or another doubt; inactive = no such curve, though single readings can be large; an effect the other way counts as inactive or inconclusive. Unless noted, % is set by controls: 0 for no effect and ±100 for the full control effect; potency is the fitted concentration of half-maximal effect. A portion of the library (hit frequency here may not be typical).

SMILES	Imprint erasure	IkB signaling	p53ts 39C kill	p53ts 32C tox
O=C(Cc1cccs1)N1CCC2(CC1)OCCO2	-11%	-2.4%	8%	9%
Oc1c(Br)c(Br)c(Br)c(Br)c1Br	4%	?	19%	11%[1.84 µM]
CN(C)C1=NP(N(C)C)(N(C)C)=NC(c2ccccc2)=N1	-4%	0.0%	-5%	2%
C[C@H](CCC(=O)O)[C@H]1CC[C@H]2[C@@H]3CC[C@@H]4C[C@H](O)CC[C@]4(C)[C@H]3CC[C@]12C	-10%&-8%	?	6%	15%
CCOc1ccc(-n2c(/C=C/c3ccccc3)nc3ccccc3c2=O)cc1	-12%[10.9 µM]	1.7%	-6%	12%
CCC1CCCCN1P(=O)(c1ccc(C)o1)C(C)(C)C (stereo not given)	-2%	0.9%	-10%	-5%
O=C1OC(=O)[C@@H]2[C@@H]1[C@@H]1CC[C@H]2O1	.	?	12%	35%[activator]
CC1CC(C)C(=O)[C@H](C(O)CC2CC(=O)NC(=O)C2)C1 (stereo not given in full)	-31%[inhibitor]	.	-6%	21%
CCOc1ccc(NC(=O)c2ccc(F)c(S(=O)(=O)NCc3ccc4c(c3)OCO4)c2)cc1	-19%[10.9 µM]	?	?	-12%
O=C(O)c1cc[c]([Hg][S]c2ncnc3nc[nH]c23)cc1	-58%[inhibitor][10.9 µM]	8.4%[11.4 µM]	?	-12%[9.22 µM]
CC(=O)c1ccc2c(c1)C1C(Cl)C(Sc3ccccc3[N+](=O)[O-])CC1C(c1ccccc1[N+](=O)[O-])N2 (stereo not given)	.	.	6%	6%
O=P(O)(O)C12CC3CC(CC(C3)C1)C2	-2%	0.2%	-4%	5%
CCOC(=O)c1c(C)n(Cc2ccccc2)c2ccc(OCC(O)Cn3nc(C)cc3C)cc12 (stereo not given)	.	.	21%	20%
O=C1C2CC=CCC2C(=O)N1SC(Cl)(Cl)Cl (stereo not given)	-29%&-33%	?	108%&111%[activator]	-10%&3%[1.84 µM]
C[C@]1(O)CC[C@H]2[C@@H]3CCC4=CC(=O)CC[C@]4(C)[C@@]3(F)[C@@H](O)C[C@@]21C	0%	3.3%	9%	3%[1.84 µM]
Cc1cc(S(=O)(=O)NCc2ccccc2)ccc1OCC(=O)N1CCN(C)CC1	-15%	-0.6%	3%	2%
O=c1oc(Cl)c(Cl)c2ccccc12	-31%[inhibitor]	?	39%[activator]	?
Cc1cc2c(C(F)(F)F)cc(=O)oc2c2c1NCCC2	-8%	-0.6%	-2%	5%
COc1ccc(C(=O)N2CCOCC2)cc1S(=O)(=O)N1CCC(C)CC1	7%	-1.0%	1%	-4%
Cc1cc(S(=O)(=O)NCC(C)C)ccc1OCC(=O)N1CCN(Cc2ccccc2)CC1	-18%	?	24%	9%
COc1ccc(CCN(C)Cc2c(F)cccc2F)cc1OC	-15%	1.7%	5%	-3%
CC(=O)OC1CC[C@]2(C)C(CCC3C2CC[C@]2(C)C(C4=CC(=O)OC4)C(OC(C)=O)CC32O)C1 (stereo not given in full)	-22%	.	?	-21%
COC(=O)c1cc2c(s1)=NC=NP=2(N1CCOCC1)N1CCOCC1	5%	1.2%	1%	5%
N[C@@H](Cn1cc(I)c(=O)[nH]c1=O)C(=O)O	-8%&-5%	-0.1%	-13%	7%
C1=C(c2c[nH]c3ccccc23)CCNC1	-9%	?	-6%	4%
CN(C)P1(N(C)C)=Nc2c(c(N)nn2C)C(c2ccccc2)=N1	-11%	?	-5%	5%
CC(C)CN1CC2(CCN(C(=O)c3ccncc3)CC2)C1	.	0.1%[11.4 µM]	16%	-1%
COc1ccc(CCN)cc1O	-10%	9.6%	6%	-17%
c1ccc(P(c2ccccc2)c2ccccc2)cc1	-9%	1.2%	5%	14%[1.84 µM]
O=C1CC(c2ccc(O)cc2)Oc2cc(O)cc(O)c21 (stereo not given)	-44%&-40%[inhibitor]	.	9%&9%	30%&18%
CN(C)C1=NC(N(C)C)=NP(N(C)C)(N(C)C)=N1	5%	1.0%	-1%	-6%
O=P(O)(O)C(Cl)(Cl)P(=O)(O)O	-7%	-3.2%	-3%	14%
CN(C)CS/C(N)=N/[C@H](O)C(Cl)(Cl)Cl	-11%[10.9 µM]	1.1%[11.4 µM]	-4%[9.22 µM]	-5%[9.22 µM]
CCC(=NCCCN(CC)CC)c1c(O)n(-c2ccccc2)c(=O)[nH]c1=O	12%	1.3%	10%	17%
CC(C)(C)c1nc(N2CCN(C(=O)c3ccco3)CC2)c2nnn(Cc3ccccc3Cl)c2n1	-14%	?	1%	33%[activator]
C[C@@]12CC[C@H]3[C@H](CCC4=CC(=O)CC[C@H]43)[C@H]1CC[C@H]2OC1(O)C(=O)c2ccccc2C1=O	-3%[10.9 µM]	-0.1%[11.4 µM]	0%[9.22 µM]	4%[9.22 µM]
Cc1c(O)c(O)cc2c1CC=C1[C@]3(C)CC[C@]4(C)CC[C@@](C)(C(=O)O)CC4[C@]3(C)CC[C@]12C (stereo not given in full)	-42%[inhibitor]	.	79%	15%
CC[C@@H]1[C@@H]2C[C@H]3[C@H]4N(C)c5ccccc5[C@@]45C[C@@H]([C@@H]2[C@@H]5O)N3[C@H]1O	-2%[16.8 µM]	0.3%[25.6 µM]	-6%[20.6 µM]	-13%[20.6 µM]
CN1CCC(N2CC3CC(C2)c2cccc(=O)n2C3)CC1 (stereo not given)	3%	-0.3%	5%	4%
O=C1NC(=O)C2(Cc3ccccc3N3CCCC32)C(=O)N1c1cccc(Cl)c1 (stereo not given)	-1%	2.2%	11%	3%
CN1[C@@H]2CC[C@H]1CC(OC(=O)N1Cc3ccccc3NC1=O)C2 (stereo not given in full)	-11%	.	-10%	1%
Cc1ccccc1-n1c(-c2ccc([N+](=O)[O-])cc2)nc2ccccc2c1=O	.	.	-5%	-7%
O=C(Oc1ccc(S(=O)(=O)F)cc1F)c1ccccc1Cl	-2%[10.9 µM]	0.7%[11.4 µM]	7%[9.22 µM]	4%[9.22 µM]
N#Cc1cc2c(nc1SCC(=O)Nc1cccc(F)c1)C1CCN2CC1	10%[10.9 µM]	-2.4%	-3%	-9%
COc1ccc(Nc2nc(N)nc(CSc3nc4ccccc4s3)n2)cc1	-16%[10.9 µM]	?	?	?
CN1C(=O)C(Cc2cccs2)C(=O)N(C)C1=O	5%	1.4%	12%	3%
O=C1CC(c2ccccc2)CC(O)=C1C=NCCN1CCN(C(=O)Cc2ccccc2)CC1 (stereo not given)	-14%	7.3%	1%	14%
COc1ccccc1CN1CC[C@@]2(CCCN(C(=O)Oc3ccccc3)C2)C1	.	0.7%[11.4 µM]	8%	14%
O=[N+]([O-])C(Br)Br	2%	8.5%	-5%	-13%[1.84 µM]
COC(=O)c1ccc(COc2cc(C)cc3oc(=O)c4c(c23)CCCC4)o1	-7%	-0.4%	-2%	9%
Cc1ccccc1OCC(=O)N1CCN(CCc2ccccn2)CC1	-12%[10.9 µM]	?	16%	-2%
O=c1cccc2n1CC1CC2CN(c2ncnc3c2cnn3-c2ccc(Cl)cc2)C1 (stereo not given)	-7%	0.4%	-7%	1%
O=C(c1cc(=O)[nH]c2ccc(Br)cc12)N1CCC2(CC1)OCCO2	-13%	0.4%	-2%	0%
CC(C)Oc1ccc(Cc2c(O)[nH]c(=O)[nH]c2=O)cc1	10%	-0.5%	2%	10%
Cc1cc(NC(=O)c2cccn(Cc3ccccc3)c2=O)no1	11%[10.9 µM]	?	20%	-4%
COc1cc(/C=C/c2nc3ccccc3c(=O)n2-c2ccc(Br)c(C)c2)ccc1O	-16%[10.9 µM]	2.7%	3%	19%
CCC1CN2CCC1CC2C(Oc1cc2ccccc2c2ccccc12)c1ccnc2ccc(O)cc12 (stereo not given)	.	.	3%[9.22 µM]	2%[9.22 µM]
CN(CC(=O)Nc1ccccc1-c1ccccc1)C1CCCCC1	.	.	5%	1%
Cc1ncc(CN2CC=C(c3ccccc3)CC2)c(N)n1	-11%	.	-14%	-16%
CC(=O)Nc1ccccc1OP1(=O)COc2ccccc2OC1	1%	9.6%	3%	0%
Next section:
SMILES	Imprint erasure	IkB signaling	p53ts 39C kill	p53ts 32C tox
CS(=O)(=O)N1CCCC(C(=O)N2CCC3(CC2)OCCO3)C1 (stereo not given)	-8%	-0.3%	-10%	18%
NNC(=O)c1ccc(O)cc1	-2%	?	-10%	-23%
O=C(CN1CCCC1)Nc1ccc(NC(=O)Nc2ccccc2)cc1	-15%	-0.4%	-25%	?
Nc1ccccc1Cl	-7%	-1.4%	-8%	-16%[1.84 µM]
CC(=O)CC1CCCCN1 (stereo not given)	-1%	.	5%	-1%
C(=NC1CCCCC1)=NC1CCCCC1	0%	5.0%	3%	18%[1.84 µM]
O=C(NCP(=O)(O)O)c1cccnc1	-6%[10.9 µM]	0.0%[11.4 µM]	5%[9.22 µM]	3%[9.22 µM]
Clc1cncc(N2CCNCC2)n1	-16%	0.4%	-5%	-2%
CCN1C[C@@]2(COC)CC[C@H](OC)[C@]34[C@@H]1[C@]1(OCO[C@@]15C[C@@H](OC)C1C[C@H]3[C@H]5[C@@H]1OC)[C@H](O)[C@@H]24	-9%[16.8 µM]	0.8%[25.6 µM]	-1%[20.6 µM]	8%[20.6 µM]
NCCc1c[nH]c2ccccc12	-12%&-9%	-0.6%	-7%&15%	-4%&5%
COc1ccc2c3c1O[C@@H]1C(=O)CC[C@@]4(O)[C@@H](C2)N(CC2CC2)CC[C@]314	.	-5.6%	14%	14%
CCOc1ccc2nc(NC(=O)c3cccn(Cc4ccc(Cl)cc4)c3=O)sc2c1	11%[10.9 µM]	0.1%	-12%	17%
CC(C)C12CN3CC(C(C)C)(CN(C1)C3c1ccccn1)C2=O (stereo not given)	-2%[10.9 µM]	0.7%	-6%	1%
CCCCOc1ccc(CNC(=O)c2cc3n(n2)CCCN(Cc2ccc(C)cc2)C3=O)cc1	-15%[10.9 µM]	?	-7%	36%[activator]
c1nc[nH]n1	-3%	-1.8%	-3%	5%[1.84 µM]

Among those listed so far, two contain a tert-butyl group.
SMILES	Imprint erasure	IkB signaling	p53ts 39C kill	p53ts 32C tox
CCC1CCCCN1P(=O)(c1ccc(C)o1)C(C)(C)C (stereo not given)	-2%	0.9%	-10%	-5%
CC(C)(C)c1nc(N2CCN(C(=O)c3ccco3)CC2)c2nnn(Cc3ccccc3Cl)c2n1	-14%	?	1%	33%[activator]

Exported with values under each structure: part of the list above
Sequence of screens – Imprint erasure	IkB signaling	p53ts 39C kill	p53ts 32C tox
NCCc1c[nH]c2ccccc12
  -12%&-9%	-0.6%	-7%&15%	-4%&5%
CC(=O)CC1CCCCN1 (stereo not given)
  -1%	.	5%	-1%
CS(=O)(=O)N1CCCC(C(=O)N2CCC3(CC2)OCCO3)C1 (stereo not given)
  -8%	-0.3%	-10%	18%

Continued.
SMILES	Imprint erasure	IkB signaling	p53ts 39C kill	p53ts 32C tox
Oc1ccc(Br)cc1CN1CCN(c2ccccc2)CC1	-14%	2.9%	7%	-17%
CCOC(=O)N(CC)c1ccc(C(O)(C(=O)OCC)C(F)(F)F)cc1 (stereo not given)	-14%	4.9%	-1%	16%
Cc1c(C(c2ccc(O)cc2)c2c(O)c3ccccc3oc2=O)c(=O)n(-c2ccccc2)n1C (stereo not given)	-2%[10.9 µM]	?	27%	6%
COc1ccc2c(c1)c(CCN1CCOCC1)c(C)n2C(=O)c1cccc(Cl)c1Cl	-36%[inhibitor]	.	?	-17%
c1ccc(CCCCN2CCC(c3ccccc3)CC2)cc1	-17%	0.1%	?	-26%
O=C(Nc1ccc2c(c1)OCO2)c1cccn(Cc2cccc(F)c2)c1=O	12%[10.9 µM]	?	-4%	-4%
C[C@@H]1[C@@H](C)N1C[C@H](O)Cn1ccnc1[N+](=O)[O-] (stereo not given in full)	-7%[10.9 µM]	-0.6%[11.4 µM]	1%[9.22 µM]	6%[9.22 µM]
C[C@@]12CC(c3ccoc3)OC(=O)C1CC[C@@]1(C)C2C2C=C[C@@]1(O)C(=O)O2 (stereo not given in full)	?	.	5%	11%

Sorted by heavy-atom count (largest number first): part of the list above.
SMILES	Imprint erasure	IkB signaling	p53ts 39C kill	p53ts 32C tox
C[C@@]12CC(c3ccoc3)OC(=O)C1CC[C@@]1(C)C2C2C=C[C@@]1(O)C(=O)O2 (stereo not given in full)	?	.	5%	11%
c1ccc(CCCCN2CCC(c3ccccc3)CC2)cc1	-17%	0.1%	?	-26%
C[C@@H]1[C@@H](C)N1C[C@H](O)Cn1ccnc1[N+](=O)[O-] (stereo not given in full)	-7%[10.9 µM]	-0.6%[11.4 µM]	1%[9.22 µM]	6%[9.22 µM]
